Screening data as filed in PubChem.
hERG WT inh – blocks the wildtype human KCNH2 potassium channel | activity change, % at 1.84 µM | U2OS, BacMam KCNH2, thallium flux FluxOr; hits give low values | hit rate 0.37% among 340,000 | Q12809;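 active = maximum activity change below -70%; inconclusive = maximum activity change between -70% and -50%; inactive = maximum activity change above -50%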
Target sequence (Q12809 whole entry, looked up): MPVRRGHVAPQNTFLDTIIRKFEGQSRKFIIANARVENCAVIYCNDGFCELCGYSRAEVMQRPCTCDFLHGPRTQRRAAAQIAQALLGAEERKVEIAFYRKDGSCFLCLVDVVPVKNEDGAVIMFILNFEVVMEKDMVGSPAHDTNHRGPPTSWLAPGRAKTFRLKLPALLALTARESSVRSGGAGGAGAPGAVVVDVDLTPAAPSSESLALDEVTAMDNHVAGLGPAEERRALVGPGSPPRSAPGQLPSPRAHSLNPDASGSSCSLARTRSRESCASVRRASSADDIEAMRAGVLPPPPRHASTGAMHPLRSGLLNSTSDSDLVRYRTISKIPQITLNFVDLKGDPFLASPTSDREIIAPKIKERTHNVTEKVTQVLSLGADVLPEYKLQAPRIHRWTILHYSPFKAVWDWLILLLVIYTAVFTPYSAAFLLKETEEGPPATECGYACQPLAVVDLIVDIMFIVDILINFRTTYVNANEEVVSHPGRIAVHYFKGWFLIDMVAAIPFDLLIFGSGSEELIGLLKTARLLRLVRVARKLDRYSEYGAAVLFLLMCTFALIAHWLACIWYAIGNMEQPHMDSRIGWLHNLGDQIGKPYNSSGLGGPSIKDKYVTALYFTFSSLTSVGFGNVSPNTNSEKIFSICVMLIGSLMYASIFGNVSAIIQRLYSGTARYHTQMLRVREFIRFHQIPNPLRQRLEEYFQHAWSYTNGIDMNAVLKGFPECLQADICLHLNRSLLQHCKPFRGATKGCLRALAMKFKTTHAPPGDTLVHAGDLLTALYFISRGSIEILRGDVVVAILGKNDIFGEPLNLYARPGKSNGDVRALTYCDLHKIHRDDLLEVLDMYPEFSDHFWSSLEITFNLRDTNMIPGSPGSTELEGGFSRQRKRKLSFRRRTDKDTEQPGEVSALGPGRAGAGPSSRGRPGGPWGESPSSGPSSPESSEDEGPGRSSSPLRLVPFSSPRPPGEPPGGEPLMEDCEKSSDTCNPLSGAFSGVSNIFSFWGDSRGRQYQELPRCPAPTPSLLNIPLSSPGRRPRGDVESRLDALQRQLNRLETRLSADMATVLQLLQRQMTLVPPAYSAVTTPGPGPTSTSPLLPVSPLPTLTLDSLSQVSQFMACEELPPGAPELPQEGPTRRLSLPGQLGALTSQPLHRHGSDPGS
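U2OS cells were transduced with wild-type KCNH2 virus (2.03 x 10^8 / mL) for 4 h at room temperature, then cultured overnight at 37 C. Thallium flux was read with FluxOr dye. Rate constants were normalized to DMSO controls.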
KCNH2 3.1 block – blocks the human KCNH2 3.1 channel isoform. activity change, % (tested at about 1.8 µM). U2OS KCNH2 3.1, thallium flux FluxOr; hits give low values. AID 720553. hit rate 0.95% among 340,000;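 active = maximum activity change below -70%; inconclusive = maximum activity change from -70% to -50%; inactive = maximum activity change above -50%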;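 note: thallium influx rate constant from kinetic fluorescence after stimulation buffer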
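Virally transduced U2OS (3.1 isoform, 4 h infection in dark at RT) → overnight 37 C → FluxOr + Red40 in HBSS/HEPES, 45 min → stimulation buffer, 2 min kinetic read → rate constant vs DMSO controls.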
The depositor's hits bear a star; ? = inconclusive. % is set by controls: 0 for no effect and ±100 for the full control effect.

| smiles | hERG WT inh | KCNH2 3.1 block |
| --- | --- | --- |
| COc1ccc(CCN2CC(C(=O)N(C)Cc3ccccn3)CCC2=O)cc1 (stereo not given) | -2 | 3 |
| CC(C)(C)Cc1c(-c2ccc(Cl)cc2)nc2ccc(Cl)cn12 | 20 | -18 |
| CCCC1NC(=O)c2cccnc2-n2c1nc1ccc(OC)cc1c2=O (stereo not given) | 2 | -5 |
| C[C@@H]1CN([C@H](C)CO)S(=O)(=O)c2ccc(Br)cc2O[C@H]1CN(C)C(=O)Cc1ccccn1 | -12 | 13 |
| CC(=O)C1=C(O)C2(C)c3c(O)c(C)c(O)c(C(C)=O)c3OC2CC1=O (stereo not given) | 12 | -5 |
| COc1cccc(/C=C/C(=O)OCC(=O)N2c3ccccc3CC2C)c1 (stereo not given) | 3 | -4 |
| CC(C)N(Cc1nnc(-c2ccccc2Cl)o1)C(=O)COc1cccc(Cl)c1 | 7 | -2 |
| C[C@H]1CN([C@@H](C)CO)C(=O)CCCn2nncc2CO[C@H]1CN(C)C(=O)Nc1ccc(N2CCCCC2)cc1 | -14 | -6 |
| O=C(NCc1nnnn1-c1ccc(Cl)cc1)C(=O)c1c[nH]c2ccccc12 | -7 | 8 |
| Cc1ccc(OCC(=O)Nc2ccc3c(c2)nc(CCN2CCN(c4ccccn4)CC2)n3C)cc1 | 50 | -47 |
| O=C1OC(c2ccccc2)=CC1=Cc1ccccc1O | -5 | 14 |
| CC(=O)N(C(C)=O)c1ccc2c(c1)OCCO2 | 4 | 5 |
| CC(=O)Nc1ccc(NC(=O)c2ccc(S(=O)(=O)N3CCCCCC3)cc2)cc1 | -10 | -1 |
| COc1cc(C(=O)N2CC(=O)Nc3ccccc32)cc(OC)c1OC | -1 | -2 |
| CCCCN1C(=O)C(CC(=O)NCCN2CCOCC2)CC(C(=O)N(C)C)=C1C (stereo not given) | 4 | 5 |
| CCCN1CCN(C(=O)c2ccc(CS(=O)c3ccc(Br)cc3)o2)CC1 (stereo not given) | 6 | 12 |
| CCOc1ccc(Oc2ccccc2NC(=O)CCc2nc3ccccc3c(=O)[nH]2)cc1 | -10 | 9 |
| COc1ccc(OCCOC(=O)CNC(=O)c2ccc(F)cc2)cc1 | -14 | 1 |
| CC1=C(C(=O)N(C)C)CC(CC(=O)NCCN2CCOCC2)C(=O)N1CCC1=CCCCC1 (stereo not given) | 1 | 16 |
| O=c1cc(CO)[nH]nc1CO | -8 | 2 |
| CCOC(=O)CCCCCC(=O)Nc1ccc2c(c1)C(=O)N([C@H](C)CO)C[C@H](C)[C@@H](CN(C)S(C)(=O)=O)OCCCC[C@@H](C)O2 | 13 | 14 |
| Cc1cccc(C(=O)NC2CCN(CC(=O)Nc3cccc(Cl)c3)CC2)c1 | 47 | -1 |
| O=C(Nc1ccc2c(c1)[C@@H]1C[C@@H](CC(=O)N3CCCCC3)O[C@@H](CO)[C@@H]1O2)NC1CCCCC1 | -12 | 8 |
| CCOC(=O)N1CCN(C(=O)c2ccc3oc(CCc4ccccc4)nc3c2)CC1 | -8 | -5 |
| CCc1cc(CNC(=O)C2CCC(=O)N(Cc3ccccc3F)C2)on1 (stereo not given) | -12 | 2 |
| CC(C)c1ccc(C(=O)OCC(=O)Nc2cccc(S(=O)(=O)NC3=NCCC3)c2)cc1 | -9 | -1 |
| COc1cccc(NC(=O)CN2CCC(NC(=O)c3ccccc3C)CC2)c1 | 6 | -4 |
| COCCN(C(=O)COC(=O)c1ccc(Br)o1)c1c(N)n(Cc2ccccc2)c(=O)[nH]c1=O | 14 | 1 |
| Cc1nc(C(=O)N2CCCC(N3CCN(c4ccc(F)cc4)CC3)C2)cs1 (stereo not given) | 4 | 17 |
| CCCC#Cc1cnc2c(c1)C(=O)N([C@H](C)CO)C[C@H](C)[C@@H](CN(C)C(=O)CCN1CCCCC1)O2 | -17 | 21 |
| CCOCc1nc(N)nc(N)c1-c1cccc(Cl)c1 | ? | -16 |
| Cc1cccc(NC(=O)c2nc[nH]c2C(=O)NC[C@@H](C)O)c1 | -3 | 16 |
| CCCCN1C(=O)C(CC(=O)NC(c2ccccc2)c2ccccc2)CC(C(=O)N(C)C)=C1C (stereo not given) | 1 | 1 |
| CC(C)c1csc(CN2CCC(C(=O)Nc3cccc(-c4ccco4)c3)CC2)n1 | 4 | -6 |
| COc1ccc(OC)c2c1C(=O)CC2C (stereo not given) | 21 | 15 |
| CC1C(=O)N(Cc2cn(CC3CCCCC3)nn2)CCS(=O)(=O)N1Cc1ccc(-c2ccc(Cl)c(Cl)c2)cc1 (stereo not given) | -8 | -10 |
| O=C1CCN(CCCN2CCC(=O)N(Cc3ccccc3)C2=S)C(=S)N1Cc1ccccc1 | 4 | 1 |
| Clc1nnc(NC2CCCCC2)c(Cl)c1Cl | 11 | -77* |
| O=C(COC(=O)CNC(=O)c1ccccc1)NC12CC3CC(CC(C3)C1)C2 | -81* | -5 |
| CCOc1ccccc1CNC(=O)C1CCN(S(=O)(=O)N2CCC(C)CC2)CC1 | 2 | -16 |
| Cc1nn(CC(C)C)c(Cl)c1C(=O)N(C)CC(=O)Nc1ccc(Cl)cc1 | -9 | 11 |
| O=C(C1CCCCC1)N1CCC2CC1c1cc(N3CCCCC3)ccc12 (stereo not given) | -2 | 4 |
| CCC(=O)N(C)C[C@H]1Oc2ncc(C#Cc3ccncc3)cc2C(=O)N([C@@H](C)CO)C[C@@H]1C | -1 | 1 |
| Cc1ccc(S(=O)(=O)N2C[C@H]3n4c(=O)ccc(=O)n4C[C@H](OC(=O)NCc4ccccc4)[C@@]3(O)C2)cc1 | 11 | 8 |
| Cc1c(NC(=O)c2cccc(NC(=O)C(C)Oc3ccccc3)c2)c(=O)n(-c2ccccc2)n1C (stereo not given) | -13 | 5 |
| C#CCN(C[C@H]1[C@H](OC(=O)Nc2cccs2)[C@H](OC(=O)Nc2cccs2)C[C@H]2C(=O)N(c3ccccc3)C(=O)[C@@H]12)S(=O)(=O)c1ccc(C)cc1 | 8 | 11 |
| O=C(OCc1ccccc1)N1CCC2CC1c1cc(N3CCN(S(=O)(=O)c4cccc(C(F)(F)F)c4)CC3)ccc12 (stereo not given) | -7 | 3 |
| CCc1nc(NCc2cccs2)c2nnn(Cc3ccccc3)c2n1 | -1 | 16 |
| O=C(CC1CC2CCC1C2)N1CCN(S(=O)(=O)c2ccc(F)cc2)CC1 (stereo not given) | -81* | 13 |
| CC(=O)Nc1ccc(S(=O)(=O)N(C)CC(=O)OC(C)C(=O)NC2(C#N)CCCCC2)cc1 (stereo not given) | -6 | -2 |
| COC(=O)C(=Cc1ccncc1)c1cccc2ccccc12 | 5 | -4 |
| Cc1ccc(C=O)c([B-](F)(F)F)c1 | -19 | 19 |
| Cc1cc(C)n(C(N)=NC(=O)c2ccccc2)n1 | -4 | 3 |
| Cc1ccc(-c2csc3ncnc(N4CCN(S(=O)(=O)c5ccc(C#N)cc5)CC4)c23)cc1 | 36 | 9 |
| CCOc1ccccc1C(=O)NC(C(=O)OCC(=O)NNC(=O)c1cccs1)C(C)C (stereo not given) | -1 | 0 |
| CN(Cc1ccco1)C(=O)c1cccc(S(=O)(=O)N2CCN(Cc3ccccc3)CC2)c1 | -4 | 0 |
| CC(Oc1ccc(Br)cc1)C(=O)N(Cc1ccccc1)c1c(N)n(Cc2ccccc2)c(=O)[nH]c1=O (stereo not given) | 9 | -18 |
| O=C(COC(=O)c1ccc(S(=O)(=O)N2CCCCCC2)cc1)Nc1ccccc1C(F)(F)F | -7 | -3 |
| COc1ncnc2c1ncn2CCCNCc1ccc(C)o1 | -4 | -20 |
| Cc1ccccc1NC(=O)COC(=O)c1ccc(C)c(S(=O)(=O)N2CCCCC2)c1 | -2 | 8 |

An excerpt of these results, with two lines to a compound.
Below each SMILES – hERG WT inh	KCNH2 3.1 block
> CCCCN1C(=O)C(CC(=O)NC(c2ccccc2)c2ccccc2)CC(C(=O)N(C)C)=C1C (stereo not given)
  1	1
> CC(C)c1csc(CN2CCC(C(=O)Nc3cccc(-c4ccco4)c3)CC2)n1
  4	-6
> COc1ccc(OC)c2c1C(=O)CC2C (stereo not given)
  21	15
> CC1C(=O)N(Cc2cn(CC3CCCCC3)nn2)CCS(=O)(=O)N1Cc1ccc(-c2ccc(Cl)c(Cl)c2)cc1 (stereo not given)
  -8	-10
> O=C1CCN(CCCN2CCC(=O)N(Cc3ccccc3)C2=S)C(=S)N1Cc1ccccc1
  4	1
> Clc1nnc(NC2CCCCC2)c(Cl)c1Cl
  11	-77*
> O=C(COC(=O)CNC(=O)c1ccccc1)NC12CC3CC(CC(C3)C1)C2
  -81*	-5
> CCOc1ccccc1CNC(=O)C1CCN(S(=O)(=O)N2CCC(C)CC2)CC1
  2	-16
> Cc1nn(CC(C)C)c(Cl)c1C(=O)N(C)CC(=O)Nc1ccc(Cl)cc1
  -9	11
> O=C(C1CCCCC1)N1CCC2CC1c1cc(N3CCCCC3)ccc12 (stereo not given)
  -2	4
> CCC(=O)N(C)C[C@H]1Oc2ncc(C#Cc3ccncc3)cc2C(=O)N([C@@H](C)CO)C[C@@H]1C
  -1	1
> Cc1ccc(S(=O)(=O)N2C[C@H]3n4c(=O)ccc(=O)n4C[C@H](OC(=O)NCc4ccccc4)[C@@]3(O)C2)cc1
  11	8
> Cc1c(NC(=O)c2cccc(NC(=O)C(C)Oc3ccccc3)c2)c(=O)n(-c2ccccc2)n1C (stereo not given)
  -13	5
> C#CCN(C[C@H]1[C@H](OC(=O)Nc2cccs2)[C@H](OC(=O)Nc2cccs2)C[C@H]2C(=O)N(c3ccccc3)C(=O)[C@@H]12)S(=O)(=O)c1ccc(C)cc1
  8	11
> O=C(OCc1ccccc1)N1CCC2CC1c1cc(N3CCN(S(=O)(=O)c4cccc(C(F)(F)F)c4)CC3)ccc12 (stereo not given)
  -7	3
> CCc1nc(NCc2cccs2)c2nnn(Cc3ccccc3)c2n1
  -1	16
> O=C(CC1CC2CCC1C2)N1CCN(S(=O)(=O)c2ccc(F)cc2)CC1 (stereo not given)
  -81*	13
> CC(=O)Nc1ccc(S(=O)(=O)N(C)CC(=O)OC(C)C(=O)NC2(C#N)CCCCC2)cc1 (stereo not given)
  -6	-2
> COC(=O)C(=Cc1ccncc1)c1cccc2ccccc12
  5	-4
> Cc1ccc(C=O)c([B-](F)(F)F)c1
  -19	19
> Cc1cc(C)n(C(N)=NC(=O)c2ccccc2)n1
  -4	3
> Cc1ccc(-c2csc3ncnc(N4CCN(S(=O)(=O)c5ccc(C#N)cc5)CC4)c23)cc1
  36	9
> CCOc1ccccc1C(=O)NC(C(=O)OCC(=O)NNC(=O)c1cccs1)C(C)C (stereo not given)
  -1	0
> CN(Cc1ccco1)C(=O)c1cccc(S(=O)(=O)N2CCN(Cc3ccccc3)CC2)c1
  -4	0
> CC(Oc1ccc(Br)cc1)C(=O)N(Cc1ccccc1)c1c(N)n(Cc2ccccc2)c(=O)[nH]c1=O (stereo not given)
  9	-18

More compounds follow.
| smiles | hERG WT inh | KCNH2 3.1 block |
| --- | --- | --- |
| C[C@H](CO)N1C[C@H](C)[C@H](CN(C)S(=O)(=O)c2ccc(Cl)cc2)OCc2cnnn2CCCC1=O | -13 | 5 |
| Nc1ccc2c3c(ccc([N+](=O)[O-])c13)CC2 | 4 | -6 |
| COc1ccc(CCN2CC(C(=O)NCc3cnn(C)c3)CCC2=O)cc1 (stereo not given) | -6 | -2 |
| Cc1ccc(C=C2C=C(c3ccccc3)OC2=O)cc1 | -6 | ? |
| COc1cccc(S(=O)(=O)N(C)C[C@@H]2Oc3ncc(C#CCN(C)C)cc3C(=O)N([C@H](C)CO)C[C@H]2C)c1 | -8 | 30 |
| COc1ccc(S(=O)(=O)N(C)C[C@H]2OCCCC[C@H](C)Oc3ccc(N(C)C)cc3C(=O)N([C@H](C)CO)C[C@@H]2C)cc1 | -41 | 6 |
| CC1NC(=O)c2cc3ccccc3cc2-n2c1nc1ccc(F)cc1c2=O (stereo not given) | 2 | ? |
| S=C1SCN(Cc2cccs2)CN1Cc1cccs1 | -8 | 5 |
| O=C(O)C1=C(C(=O)O)C2CCC1C2 | -2 | 2 |
| Cc1ccc(-c2nc3c4ccccc4ccn3c2Cc2ccccc2)cc1 | -5 | -18 |
| C[C@@H]1CN([C@@H](C)CO)C(=O)c2cc(Br)cnc2O[C@H]1CN(C)Cc1cccc(C(=O)O)c1 | 6 | 3 |
| CCOc1ccc(NC(=O)CN(C)C(=O)Cc2ccc3c(c2)OCCO3)cc1OCC | 1 | 7 |
| COc1ccc(-n2c(-c3ccc(C(C)(C)C)cc3)n[nH]c2=S)c(OC)c1 | -14 | -6 |
| Cc1c(C(=O)NNC(=O)c2csc(N3CCOCC3)n2)oc2ccc(Br)cc12 | -1 | -2 |
| O=C(COc1ccccc1)Nc1nnc(-c2ccccc2Cl)o1 | 4 | 6 |
| CNC(=O)C[C@H]1C(=O)N(Cc2ccccc2)C[C@@H]1CSC | -12 | -14 |
| CSc1ccccc1OCc1cc(C(=O)NCC(C)Oc2cccnc2)no1 (stereo not given) | 10 | 24 |
| O=[N+]([O-])c1cccc(C2Nc3ccccc3CO2)c1 (stereo not given) | 3 | 17 |
| CC1=C(C#N)C(C)(C)C(C#N)=C(C)N1 | -4 | 17 |
| c1ccc(CNc2ncn[nH]2)cc1 | -2 | -5 |
| CCOC(=O)c1cc(OC(=O)Cc2ccc(OC)c(S(=O)(=O)N3CCOCC3)c2)cc(C(=O)OCC)c1 | 3 | -3 |
| C[C@H](CO)N1C[C@H](C)[C@H](CN(C)C(=O)OCc2ccccc2)OCc2cnnn2CCCC1=O | 1 | 5 |
| COc1ccc(NC(=O)COC(=O)CN2C(=O)C3CCCCC3C2=O)cc1 (stereo not given) | 9 | 5 |
| c1ccc(N=C2SCCCS2)cc1 | 3 | 3 |

The list is partial; rates above refer to the full screens.
